Screening results deposited in PubChem BioAssay by several laboratories.
SR-BI DiI inh: inhibitors of SR-BI mediated HDL lipid uptake, primary screen, ldlA[mSR-BI] cells, fluorescence, single point; actives 0.96% (n = 320,000); Scavenger receptor class B member 1 (Mus musculus), Q61009; ldlA[mSR-BI] CHO cells, DiI-HDL uptake fluorescence, 3 h; inhibition, % at 12.5 µM;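 active = mean replicate inhibition of at least 70% and a set share of replicates each scoring 70 or more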;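 note: 0% = median of neutral control wells and 100% = median of positive control wells; values of inactives mirror those of a sister screen read the other way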
PvdQ inh: P. aeruginosa PvdQ acylase inhibitors, primary screen, biochemical, fluorescence, plate reader and imaging, single point. PvdQ acylase [Pseudomonas aeruginosa LESB58]. purified PvdQ acylase. inhibition, % at 10 µM. actives 0.063% (n = 340,000). AID 488965, 2010; in the data active = inhibition above about 30%, passing the limit was not always enough;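 note: 0% = vehicle neutral wells and 100% = reference inhibitor wells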
HTR5A ag ctr: HTR5A agonists in luminescence cell assay, primary screen, counter-screen for OPRM1-OPRD1 heterodimer agonist project, full-deck HTS; actives 0.61% (n = 340,000); activation, % at 9.3 µM; cell-based; 5-hydroxytryptamine receptor 5A (Homo sapiens), P47898; in the data active = activation mostly above about 9.5%, no sharp cut-off; inactive = mostly below about 7.6%;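 note: 0% = cells with vehicle only and 100% = reference agonist; strong numbers were not always called active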
Target sequence (P47898 whole entry, looked up): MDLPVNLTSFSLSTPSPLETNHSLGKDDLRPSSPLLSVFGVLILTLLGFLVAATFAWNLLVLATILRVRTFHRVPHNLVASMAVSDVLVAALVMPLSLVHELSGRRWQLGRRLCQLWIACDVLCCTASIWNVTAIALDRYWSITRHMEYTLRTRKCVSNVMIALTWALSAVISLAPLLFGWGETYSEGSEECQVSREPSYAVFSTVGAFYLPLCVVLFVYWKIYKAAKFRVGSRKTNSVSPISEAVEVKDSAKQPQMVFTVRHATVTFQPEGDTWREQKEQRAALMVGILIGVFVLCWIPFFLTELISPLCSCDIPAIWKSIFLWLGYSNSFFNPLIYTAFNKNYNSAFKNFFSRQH
MITF act: activators of MITF-driven TRPM1 promoter reporter, primary screen, cell-based, SK-MEL-5, luciferase, single point; SK-MEL-5 TRPM1-promoter luciferase, 24 h; % of positive control, neutral wells = 0; activation, % at 12.5 µM; actives 0.75% (n = 300,000);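 active = mean activation of at least 80% with every replicate also reaching 80%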;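 note: 0% = neutral control wells and 100% = parthenolide positive control wells; values of inactives mirror those of a sister screen read the other way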
Rtt109 Vps75: inhibitors of C. albicans Rtt109/Vps75 HAT, primary screen, biochemical, ThioGlo CoA-SH fluorescence, plate reader. inhibition, % at 34.9 µM. purified Rtt109/Vps75, 4 h. actives 0.16% (n = 330,000). Histone acetyltransferase RTT109 (Candida albicans (strain SC5314 / ATCC MYA-2876)), …;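 active = inhibition of at least 50% in every replicate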
Target sequence (Q5AAJ8 whole entry, looked up): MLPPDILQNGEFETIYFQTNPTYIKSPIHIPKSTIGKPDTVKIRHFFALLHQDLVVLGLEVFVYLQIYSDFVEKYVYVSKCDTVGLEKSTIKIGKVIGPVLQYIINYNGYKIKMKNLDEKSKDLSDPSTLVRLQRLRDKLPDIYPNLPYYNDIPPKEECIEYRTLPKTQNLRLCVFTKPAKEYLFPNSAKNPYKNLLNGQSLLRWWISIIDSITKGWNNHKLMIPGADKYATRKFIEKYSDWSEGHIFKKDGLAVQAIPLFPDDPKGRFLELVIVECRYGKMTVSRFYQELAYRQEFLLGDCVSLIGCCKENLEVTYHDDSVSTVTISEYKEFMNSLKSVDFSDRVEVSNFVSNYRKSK
Wnt act: Wnt/beta-catenin pathway activators, primary screen, cell-based, plate reader, single point; actives 1.2% (n = 300,000); Wnt/beta-catenin reporter cell assay, activator; activation, % at 9.35 µM; AID 743398, 2014; in the data active = activation above about 30%, passing the limit was not always enough;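 note: 0% = neutral control wells and 100% = positive control wells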
SR-BI DiI-HDL act: activators of SR-BI mediated DiI-HDL uptake, primary screen, ldlA[mSR-BI] CHO cells, DiI fluorescence | 3 h; 100 = double the neutral-control signal | activation, % at 12.5 µM | actives 0.096% (n = 320,000);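 active = mean replicate activation of at least 60% and every replicate at or above 60%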;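 note: 0% = median plate neutral-control signal and 100% = twice that signal; values of inactives mirror those of a sister screen read the other way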
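Test system: SR-BI-overexpressing, LDLR-lacking CHO cells. Measured by: DiI fluorescence, bottom read. Medium: Ham's F12 with 0.5% BSA, HEPES 25 mM, pH 7.4. Timing: 3 h uptake period with compound, 37 °C.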
dFosB activator: activators of delta FosB homodimer, primary screen, biochemical, fluorescence polarization, TAMRA-CDK5 oligo, single point | purified delta FosB; percent of positive-control signal above neutral wells | activation, % at 25 µM | actives 0.99% (n = 340,000);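 active = mean activation above about 17%, with every replicate also reaching it, limit read from the data, passing the limit was not always enough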;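 note: fluorescence polarization rise as delta FosB binds a TAMRA Cdk5 AP-1 oligo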
Target sequence (P13346 whole entry, looked up): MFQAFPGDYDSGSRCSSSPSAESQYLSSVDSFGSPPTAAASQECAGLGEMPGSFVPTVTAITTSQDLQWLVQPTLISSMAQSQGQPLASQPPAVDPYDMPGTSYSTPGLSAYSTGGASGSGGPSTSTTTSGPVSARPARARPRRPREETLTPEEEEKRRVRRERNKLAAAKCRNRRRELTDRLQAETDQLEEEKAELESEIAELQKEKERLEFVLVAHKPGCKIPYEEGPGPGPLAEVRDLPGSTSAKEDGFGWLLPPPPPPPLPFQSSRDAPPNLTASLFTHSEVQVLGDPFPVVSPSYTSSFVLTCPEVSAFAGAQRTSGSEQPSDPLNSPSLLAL
RTF Ca sens act: cardiac RTF calcium sensitivity activators, primary screen, biochemical, IANBD-TnC fluorescence, EC20 calcium; Troponin I, cardiac muscle (Homo sapiens) + Troponin T, cardiac muscle (Homo sapiens) + …; IANBD-labeled TnC RTF fluorescence at EC20 calcium; 0% EC20 calcium, 100% full calcium; activation, % at 7.2 µM; actives 0.24% (n = 340,000); AID 493008, 2010;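 active = activation above the mean over all tested compounds plus 3 SD, cut at about 30% in these data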;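 note: rise in fluorescence read as greater calcium sensitivity of cardiac thin filaments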
CDK5 p35 inh: inhibitors of human CDK5/p35 kinase, primary screen, biochemical, single concentration | Recombinant CDK5/p35, ADP-Glo luminescence, 60 min | inhibition, % at 10 µM | actives 0.01% (n = 330,000) | AID 488839, 2010;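 active = highest replicate inhibition of at least 50% and at least 75% of replicates reaching 50%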;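 note: plate controls were DMSO neutral control for no effect and GW8510 at 10 µM for full effect; many of its hits are not listed in these tables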
* hit, by the source's call.

Screening COc1ccccc1NC(=O)C(CC=C(Cl)Cl)C(C)=O (stereo not given) returned SR-BI DiI inh 1, PvdQ inh -10, HTR5A ag ctr 2, MITF act -8, Rtt109 Vps75 -2, Wnt act 4, SR-BI DiI-HDL act -1, dFosB activator -2, RTF Ca sens act -3 and CDK5 p35 inh 0.3.
Screening CCNc1nc(Oc2ccc(F)cc2)cc(C(F)(F)F)n1 returned SR-BI DiI inh 13, PvdQ inh -11, HTR5A ag ctr 3, MITF act -6, Rtt109 Vps75 -8, Wnt act -1, SR-BI DiI-HDL act -13, dFosB activator 5, RTF Ca sens act 0 and CDK5 p35 inh 1.2.
COc1cc(Br)c(CN2C(=O)NC3(CCCCCC3)C2=O)cc1OC was read as SR-BI DiI inh 0, PvdQ inh -15, HTR5A ag ctr 3, MITF act 2, Rtt109 Vps75 4, Wnt act -2, SR-BI DiI-HDL act 0, dFosB activator -3, RTF Ca sens act -9 and CDK5 p35 inh 1.8.
`COc1ccc(NC(=S)NNC(=O)Cn2nc([N+](=O)[O-])cc2C)cc1` gave SR-BI DiI inh -2, PvdQ inh -1, HTR5A ag ctr -2, MITF act -4, Rtt109 Vps75 1, SR-BI DiI-HDL act 2, dFosB activator 2, RTF Ca sens act -8 and CDK5 p35 inh 0.4.
For CC(=O)N1CCN(C2c3cccc4cccc(c34)C2NS(=O)(=O)c2ccccc2)CC1 (stereo not given) the results were SR-BI DiI inh -8, PvdQ inh -18, HTR5A ag ctr 2, MITF act -2, Rtt109 Vps75 11, SR-BI DiI-HDL act 8, dFosB activator 1, RTF Ca sens act 1 and CDK5 p35 inh -1.4.
COc1ccc(N2CCN(C(=O)c3ccc(C(C)(C)C)cc3)CC2)cc1 was read as SR-BI DiI inh -12, PvdQ inh 6, HTR5A ag ctr 6, MITF act 2, Rtt109 Vps75 15, Wnt act -3, SR-BI DiI-HDL act 12, dFosB activator 5, RTF Ca sens act 1 and CDK5 p35 inh 0.3.
`O=C(CSc1nnnn1-c1cccnc1)Nc1ccc(OCc2ccccc2)cc1` gave SR-BI DiI inh 1, PvdQ inh 9, HTR5A ag ctr -2, MITF act -1, SR-BI DiI-HDL act -1, dFosB activator 7, RTF Ca sens act 1 and CDK5 p35 inh 7.3.
C=CCN1C(=O)/C(=C/c2ccc(-c3ccc(F)cc3)o2)SC1=S was read as SR-BI DiI inh 48, PvdQ inh -11, HTR5A ag ctr 0, MITF act 29, Rtt109 Vps75 -4, Wnt act 0, SR-BI DiI-HDL act -48, dFosB activator 1, RTF Ca sens act 10 and CDK5 p35 inh -0.6.
`Cc1nc2ccc(NC(=O)CS(=O)(=O)c3ccccc3)cc2s1` gave SR-BI DiI inh -2, PvdQ inh -11, HTR5A ag ctr -1, MITF act 65, Rtt109 Vps75 -1, Wnt act 30, SR-BI DiI-HDL act 2, dFosB activator -1, RTF Ca sens act 7 and CDK5 p35 inh -0.9.
Cc1c(NC(=O)CSCc2ccc(Br)cc2)c(=O)n(-c2ccccc2)n1C was read as SR-BI DiI inh 27, PvdQ inh 4, HTR5A ag ctr 1, MITF act -9, Rtt109 Vps75 15, Wnt act -2, SR-BI DiI-HDL act -27, dFosB activator -5, RTF Ca sens act -3 and CDK5 p35 inh -1.9.
Screening O=[N+]([O-])c1c(Nc2ccccc2)ccc2nonc12 returned SR-BI DiI inh 4, PvdQ inh -3, HTR5A ag ctr 8, MITF act -12, Rtt109 Vps75 -2, Wnt act -4, SR-BI DiI-HDL act -4, dFosB activator -3 and RTF Ca sens act -6.
`O=C(/C=C/c1cccc([N+](=O)[O-])c1)NC(=S)Nc1cccc(NC(=O)c2ccccc2Cl)c1` gave SR-BI DiI inh 62, PvdQ inh -7, HTR5A ag ctr -2, MITF act -15, Rtt109 Vps75 -19, Wnt act -2, SR-BI DiI-HDL act -62, dFosB activator 6, RTF Ca sens act 5 and CDK5 p35 inh 0.0.
N#Cc1ccccc1CSc1ncccc1C(=O)O was read as SR-BI DiI inh -15, PvdQ inh 1, HTR5A ag ctr -5, MITF act -11, Rtt109 Vps75 -2, Wnt act 1, SR-BI DiI-HDL act 15, dFosB activator 3, RTF Ca sens act -5 and CDK5 p35 inh -1.0.
Cc1cc(C)c(S(N)(=O)=O)c(C)c1N(C)S(=O)(=O)c1ccccc1 was read as SR-BI DiI inh -10, PvdQ inh -12, HTR5A ag ctr 0, MITF act 3, Rtt109 Vps75 2, Wnt act 0, SR-BI DiI-HDL act 10, dFosB activator -5, RTF Ca sens act 2 and CDK5 p35 inh -0.2.
For Cc1cc(OC(C)C(=O)N(Cc2ccco2)C2CCS(=O)(=O)C2)ccc1Cl (stereo not given) the results were SR-BI DiI inh -18, PvdQ inh -17, HTR5A ag ctr 2, MITF act 9, Rtt109 Vps75 3, SR-BI DiI-HDL act 18, dFosB activator -14, RTF Ca sens act 0 and CDK5 p35 inh -0.7.

The list goes on (3 carried over from the part before).
N#Cc1ccccc1CSc1ncccc1C(=O)O was read as SR-BI DiI inh -15, PvdQ inh 1, HTR5A ag ctr -5, MITF act -11, Rtt109 Vps75 -2, Wnt act 1, SR-BI DiI-HDL act 15, dFosB activator 3, RTF Ca sens act -5 and CDK5 p35 inh -1.0.
Cc1cc(C)c(S(N)(=O)=O)c(C)c1N(C)S(=O)(=O)c1ccccc1 was read as SR-BI DiI inh -10, PvdQ inh -12, HTR5A ag ctr 0, MITF act 3, Rtt109 Vps75 2, Wnt act 0, SR-BI DiI-HDL act 10, dFosB activator -5, RTF Ca sens act 2 and CDK5 p35 inh -0.2.
For Cc1cc(OC(C)C(=O)N(Cc2ccco2)C2CCS(=O)(=O)C2)ccc1Cl (stereo not given) the results were SR-BI DiI inh -18, PvdQ inh -17, HTR5A ag ctr 2, MITF act 9, Rtt109 Vps75 3, SR-BI DiI-HDL act 18, dFosB activator -14, RTF Ca sens act 0 and CDK5 p35 inh -0.7.
COc1cc(CN(C)CCc2ccccn2)cc(OC)c1OC was read as SR-BI DiI inh -12, PvdQ inh -15, HTR5A ag ctr 2, Rtt109 Vps75 5, Wnt act -2, SR-BI DiI-HDL act 12, dFosB activator 10, RTF Ca sens act -4 and CDK5 p35 inh 1.0.
For O=C(CSc1nncc2ccccc12)N1CCCCC1 the results were SR-BI DiI inh -3, PvdQ inh -5, HTR5A ag ctr -4, MITF act 21, Rtt109 Vps75 -16, Wnt act 13, SR-BI DiI-HDL act 3, dFosB activator -11, RTF Ca sens act 0 and CDK5 p35 inh 0.7.
COc1ccc(C(=O)C2CCCN(Cc3cn[nH]c3-c3ccc(F)cc3)C2)cc1OC (stereo not given) was read as SR-BI DiI inh -6, PvdQ inh -21, HTR5A ag ctr -4, MITF act -7, Rtt109 Vps75 6, Wnt act -8, SR-BI DiI-HDL act 6, dFosB activator -11, RTF Ca sens act -6 and CDK5 p35 inh -1.0.
For CN(C)c1nc(N)nc(CSc2nnnn2-c2ccc(C(=O)O)cc2)n1 the results were SR-BI DiI inh -9, PvdQ inh 8, HTR5A ag ctr -4, MITF act 1, Rtt109 Vps75 6, SR-BI DiI-HDL act 9, dFosB activator -3, RTF Ca sens act -8 and CDK5 p35 inh -1.8.
`CCCN1CCC(=O)N(CCSc2ccc(OC)cc2)CC1` gave SR-BI DiI inh 2, PvdQ inh -26, HTR5A ag ctr 0, MITF act -24, Rtt109 Vps75 2, Wnt act -2, SR-BI DiI-HDL act -2, dFosB activator -5, RTF Ca sens act -1 and CDK5 p35 inh -5.2.
For COc1cc(C2N(c3ccc(F)cc3)C(=O)C3CCCN32)cc(OC)c1OC (stereo not given) the results were SR-BI DiI inh -10, PvdQ inh -4, HTR5A ag ctr 2, MITF act -3, Rtt109 Vps75 0, Wnt act 1, SR-BI DiI-HDL act 10, dFosB activator -8, RTF Ca sens act 2 and CDK5 p35 inh -0.3.
O=C1c2cccc3c(N4CCOCC4)c([N+](=O)[O-])cc(c23)C(=O)N1c1cccc2ccccc12 was read as SR-BI DiI inh 15, PvdQ inh 1, HTR5A ag ctr 8, MITF act 10, Rtt109 Vps75 -2, Wnt act -1, SR-BI DiI-HDL act -15, dFosB activator -4, RTF Ca sens act 5 and CDK5 p35 inh 0.1.
For CN(C(=O)CSc1nc2ccc([N+](=O)[O-])cc2s1)C1CCS(=O)(=O)C1 (stereo not given) the results were PvdQ inh -8, HTR5A ag ctr -1, MITF act -16, Rtt109 Vps75 -9, Wnt act 1, dFosB activator 1, RTF Ca sens act 0 and CDK5 p35 inh 0.9.
For COCCn1c(SCC(=O)NCCCN2CCCC2=O)nc2sc3c(c2c1=O)CCCC3 the results were SR-BI DiI inh -18, PvdQ inh -19, HTR5A ag ctr 3, MITF act 3, Rtt109 Vps75 -7, Wnt act 1, SR-BI DiI-HDL act 18, dFosB activator -7, RTF Ca sens act -2 and CDK5 p35 inh 1.3.
For COC(=O)CN1C(=O)C2(OCCCO2)c2cc(Br)ccc21 the results were SR-BI DiI inh -32, PvdQ inh -8, HTR5A ag ctr -3, MITF act -10, Rtt109 Vps75 1, Wnt act -13, SR-BI DiI-HDL act 32, dFosB activator -12, RTF Ca sens act -1 and CDK5 p35 inh -0.9.
For CCCN1C2CCCC1CC(NC(=O)c1ccc(F)cc1)C2 (stereo not given) the results were SR-BI DiI inh -22, PvdQ inh -12, HTR5A ag ctr 2, Rtt109 Vps75 -7, Wnt act -1, SR-BI DiI-HDL act 22, dFosB activator -2, RTF Ca sens act 5 and CDK5 p35 inh -0.8.
CN(Cc1ccccc1)C(=O)c1[nH]cnc1C(=O)N[C@@H](Cc1ccccc1)C(=O)OCc1ccccc1 was read as SR-BI DiI inh -27, PvdQ inh -4, HTR5A ag ctr 6, MITF act 3, Rtt109 Vps75 5, SR-BI DiI-HDL act 27, dFosB activator -22, RTF Ca sens act -10 and CDK5 p35 inh 0.9.
Screening CC(=O)N(c1ccc(Br)cc1)C1C=CS(=O)(=O)C1 (stereo not given) returned SR-BI DiI inh -10, PvdQ inh -3, HTR5A ag ctr 1, MITF act -8, Rtt109 Vps75 -12, Wnt act -2, SR-BI DiI-HDL act 10, dFosB activator -5, RTF Ca sens act -2 and CDK5 p35 inh 3.5.
For CCOc1ccc(CNC(c2ccccc2)c2ccccc2)cc1 the results were SR-BI DiI inh -12, PvdQ inh -14, HTR5A ag ctr 2, MITF act 11, Rtt109 Vps75 -1, Wnt act -1, SR-BI DiI-HDL act 12, dFosB activator -11, RTF Ca sens act 0 and CDK5 p35 inh 0.7.
